Screening results as filed in PubChem.
Jurkat tox 60K: reduces viability or proliferation of Jurkat cells; Jurkat E6.1 viability, ATP luminescence, 48 h; inhibition, % at 4 µM; actives 1.2% (n = 56,000);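 active = inhibition above the mean inhibition of all tested compounds plus 3 SD, cut at about 28% in these data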
HEK293 NFkB inh: lowers PMA/ionomycin-induced NF-kB signal in HEK293 cells; inhibition, % at 3 µM; actives 0.21% (n = 62,000); HEK-293 NF-kB luciferase reporter, luminescence; AID 465;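 active = inhibition above the mean of all tested compounds plus 3 SD, cut at about 40% in these data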;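 also: 0% = stimulated DMSO wells and 100% = 10 µM reference inhibitor 5653914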
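Timing: 1 h pretreatment, 16 h stimulation, 37 °C; system: HEK-293 cells with stable firefly luciferase reporter driven by four HIV NF-kB elements; doses: 3 µM once, 0.30% DMSO; measured by: luciferase luminescence; control set: DMSO and 10 µM reference inhibitor; repeats: single test; reagent: PMA plus ionomycin mix as NF-kB-activating stimulus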
MMP-13 inhibitor: blocks human MMP13 activity | P45452 | MMP-13 fTHP FRET cleavage, Mca fluorescence | inhibition, % at 4 µM | actives 0.07% (n = 65,000);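 active = inhibition above the mean of compound-free control plate wells plus 3 SD, cut at about 14% in these data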;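 also: 0% = DMSO wells and 100% = wells with reference MMP-13 inhibitor after basal subtraction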
PKA inh: inhibitors of human protein kinase A. actives 0.1% (n = 65,000). PKA Kemptide phosphorylation, Kinase-Glo ATP luminescence. inhibition, % at 6 µM. AID 524;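 active = inhibition above the screen-wide mean inhibition plus 3 SD, cut at about 21% in these data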; also: many of its hits are not listed in these tables
MKP-1 inh: blocks human MKP-1 phosphatase activity | P28562 | recombinant MKP-1, OMFP hydrolysis fluorescence | inhibition, %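 (compounds tested at a single concentration somewhere between 10 and 100 µM)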 | actives 0.15% (n = 65,000) | AID 374;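 active = inhibition above about 50%, limit read from the data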;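 also: 0% = DMSO max control wells and 100% = wells with enzyme stopped by NaOH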
Target sequence (P28562 whole entry, looked up): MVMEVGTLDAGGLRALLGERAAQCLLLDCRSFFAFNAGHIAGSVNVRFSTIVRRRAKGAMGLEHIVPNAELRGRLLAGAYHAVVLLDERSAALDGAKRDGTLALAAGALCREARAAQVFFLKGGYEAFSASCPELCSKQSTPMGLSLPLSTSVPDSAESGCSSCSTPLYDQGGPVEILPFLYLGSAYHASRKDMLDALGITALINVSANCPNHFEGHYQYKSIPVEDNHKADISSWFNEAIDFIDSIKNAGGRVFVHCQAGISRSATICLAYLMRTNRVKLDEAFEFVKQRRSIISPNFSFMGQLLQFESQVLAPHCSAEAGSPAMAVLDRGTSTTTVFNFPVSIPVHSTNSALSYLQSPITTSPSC
ROCK2 blocker: blocks human Rho kinase 2 activity; purified ROCK2, Kinase-Glo ATP depletion luminescence; inhibition, % at 6 µM; AID 604; actives 0.35% (n = 60,000); O75116;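 active = inhibition above the screen-wide mean inhibition plus 3 SD, cut at about 18% in these data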;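 also: plate controls were DMSO wells for no effect and Y-27632 control wells after no-enzyme background subtraction for full effect; many of its hits are not listed in these tables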
JNK3 inh: blocks human JNK3 kinase activity; P53779; purified JNK3 kinase activity, HTS; actives 0.61% (n = 60,000); inhibition, % at 8 µM; AID 746; in the data active = inhibition above about 17%;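 also: 0% = DMSO and 100% = reference inhibitor; many of its hits are not listed in these tables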
Target sequence (P53779 whole entry, looked up): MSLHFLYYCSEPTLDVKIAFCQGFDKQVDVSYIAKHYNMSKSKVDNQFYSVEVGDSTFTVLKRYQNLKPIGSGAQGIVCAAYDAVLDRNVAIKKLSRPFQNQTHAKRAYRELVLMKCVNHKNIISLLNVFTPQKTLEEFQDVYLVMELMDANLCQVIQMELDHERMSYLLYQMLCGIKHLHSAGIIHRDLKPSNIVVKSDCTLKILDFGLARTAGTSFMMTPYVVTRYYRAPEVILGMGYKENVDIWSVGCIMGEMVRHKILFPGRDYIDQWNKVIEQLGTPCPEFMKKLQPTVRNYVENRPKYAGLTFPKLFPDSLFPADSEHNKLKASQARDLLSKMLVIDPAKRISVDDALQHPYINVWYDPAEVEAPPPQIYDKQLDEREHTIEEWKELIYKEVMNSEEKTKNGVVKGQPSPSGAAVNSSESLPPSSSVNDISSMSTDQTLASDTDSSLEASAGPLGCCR
Cdc25B block: inhibitors of human Cdc25B phosphatase. P30305. recombinant Cdc25B, OMFP fluorescence Ex485/Em525. inhibition, %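 (compounds tested at 10 µM final in the well)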. actives 0.1% (n = 65,000). AID 368; in the data active = inhibition above about 50%
TNAP act mid DEA: activates human TNAP at intermediate phosphate acceptor concentration | AID 813 | purified TNAP, CDP-star luminescence, 100 mM DEA, 30 min; stronger effect = higher value; scale: 0 levamisole-inhibited, 1 vehicle-only enzyme | activation factor at 20 µM | 64,000 tested, under 10 active | P05186;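 active = activation factor of at least 2 at 20 µM, relative to controls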
Active calls of the source: *.

`O=c1c2ccccc2nc(SCc2nnc(-c3ccccc3Br)o2)n1-c1ccccc1` gave Jurkat tox 60K 0, HEK293 NFkB inh 20, MMP-13 inhibitor -5, PKA inh 6, MKP-1 inh 12, ROCK2 blocker 1, JNK3 inh 3, Cdc25B block -2 and TNAP act mid DEA 0.9.
CCOC(=O)C1CCCN(Cc2ccccc2C)C1 (configuration not stated) was read as Jurkat tox 60K -3, HEK293 NFkB inh -2, MMP-13 inhibitor 3, PKA inh 6, MKP-1 inh 5, ROCK2 blocker 2, JNK3 inh 0, Cdc25B block -10 and TNAP act mid DEA 0.9.
For O=C(CN(C1CCCCC1)S(=O)(=O)c1ccccc1)NCc1cccnc1 the results were Jurkat tox 60K -1, HEK293 NFkB inh 18, MMP-13 inhibitor 6, PKA inh 10, MKP-1 inh 2, ROCK2 blocker 3, JNK3 inh 2, Cdc25B block -7 and TNAP act mid DEA 0.9.
Cc1cnc(C(=O)OCC(=O)NC2CCCCC2)cn1 was read as Jurkat tox 60K 6, HEK293 NFkB inh 13, MMP-13 inhibitor 1, PKA inh -6, MKP-1 inh 22, ROCK2 blocker -6, JNK3 inh 9, Cdc25B block -4 and TNAP act mid DEA 1.
Screening COCCCNC(=O)C1CC(=O)N(Cc2ccc(OC)cc2)C1 (configuration not stated) returned Jurkat tox 60K -2, HEK293 NFkB inh 15, MMP-13 inhibitor 1, PKA inh 0, MKP-1 inh 23, ROCK2 blocker 0, JNK3 inh 4, Cdc25B block -5 and TNAP act mid DEA 1.
For CCOC(=O)N1CCC(NS(=O)(=O)c2ccc3c(c2)CCN3C(C)=O)CC1 the results were HEK293 NFkB inh 24, MMP-13 inhibitor 0, PKA inh 7, MKP-1 inh 14, Cdc25B block -3 and TNAP act mid DEA 1.
For CCN(C(=O)C1CCCCC1)c1nnc(-c2cccnc2)s1 the results were Jurkat tox 60K 2, HEK293 NFkB inh 5, MMP-13 inhibitor -5, PKA inh -3, MKP-1 inh -13, ROCK2 blocker -1, JNK3 inh 2, Cdc25B block 7 and TNAP act mid DEA 0.9.
Screening CC(=O)NC(C)C(=O)OCC(=O)c1ccc(Cl)s1 (configuration not stated) returned Jurkat tox 60K 2, HEK293 NFkB inh 2, MMP-13 inhibitor 2, PKA inh 9, MKP-1 inh 16, ROCK2 blocker 6, JNK3 inh 4, Cdc25B block -8 and TNAP act mid DEA 0.9.
`Cn1c(C(=O)N2CCCc3ccccc32)cc2sccc21` gave Jurkat tox 60K -4, HEK293 NFkB inh 10, MMP-13 inhibitor -11, PKA inh -2, MKP-1 inh -7, ROCK2 blocker -1, JNK3 inh 3, Cdc25B block -7 and TNAP act mid DEA 0.9.
Nc1nc2ccc(Oc3ccccc3)cc2s1 was read as Jurkat tox 60K 21, HEK293 NFkB inh -10, MMP-13 inhibitor 3, PKA inh -8, MKP-1 inh 24, ROCK2 blocker -1, JNK3 inh -3, Cdc25B block -21 and TNAP act mid DEA 0.9.
CCn1c(SCC(=O)Nc2nnc(C)s2)nnc1-c1ccco1 was read as Jurkat tox 60K -2, HEK293 NFkB inh 21, MMP-13 inhibitor 0, PKA inh 10, MKP-1 inh -8, ROCK2 blocker 6, JNK3 inh -2, Cdc25B block 2 and TNAP act mid DEA 0.8.
For C=CCOC(=O)C1C(=O)CC(C)(O)C(C(=O)OCC=C)C1c1ccc(OCC)cc1 (configuration not stated) the results were Jurkat tox 60K -13, HEK293 NFkB inh 7, MMP-13 inhibitor 8, PKA inh 4, MKP-1 inh 2, ROCK2 blocker 4, JNK3 inh 11, Cdc25B block 1 and TNAP act mid DEA 0.9.
`c1ccc(-c2nc(C3CCCCC3)no2)cc1` gave Jurkat tox 60K -4, HEK293 NFkB inh 2, MMP-13 inhibitor -2, PKA inh 10, MKP-1 inh -1, ROCK2 blocker 6, JNK3 inh 0, Cdc25B block -16 and TNAP act mid DEA 1.
Screening Cc1oc2c(c1C(=O)NCc1cc(C(=O)O)co1)CCCC2 returned Jurkat tox 60K -1, HEK293 NFkB inh 11, MMP-13 inhibitor -2, PKA inh 10, MKP-1 inh 17, ROCK2 blocker 6, JNK3 inh 3, Cdc25B block 7 and TNAP act mid DEA 1.
`CCCc1cc(C(=O)Nc2sc3c(c2C#N)CCC3)no1` gave Jurkat tox 60K 4, HEK293 NFkB inh 5, MMP-13 inhibitor 2, PKA inh 3, MKP-1 inh -2, ROCK2 blocker 9, JNK3 inh 3, Cdc25B block -13 and TNAP act mid DEA 0.9.

The closing 2 compounds of the section above lead into the next.
Screening Cc1oc2c(c1C(=O)NCc1cc(C(=O)O)co1)CCCC2 returned Jurkat tox 60K -1, HEK293 NFkB inh 11, MMP-13 inhibitor -2, PKA inh 10, MKP-1 inh 17, ROCK2 blocker 6, JNK3 inh 3, Cdc25B block 7 and TNAP act mid DEA 1.
`CCCc1cc(C(=O)Nc2sc3c(c2C#N)CCC3)no1` gave Jurkat tox 60K 4, HEK293 NFkB inh 5, MMP-13 inhibitor 2, PKA inh 3, MKP-1 inh -2, ROCK2 blocker 9, JNK3 inh 3, Cdc25B block -13 and TNAP act mid DEA 0.9.
`O=C(c1cc(=O)c2ccccc2o1)N1CCCc2ccccc21` gave Jurkat tox 60K -5, HEK293 NFkB inh 9, MMP-13 inhibitor 3, PKA inh 5, MKP-1 inh 7, ROCK2 blocker 2, JNK3 inh 2, Cdc25B block -1 and TNAP act mid DEA 1.
`COc1ccc(CCNC(=O)c2cnc3scc(C)n3c2=O)cc1OC` gave Jurkat tox 60K 0, HEK293 NFkB inh 10, MMP-13 inhibitor -3, PKA inh 1, MKP-1 inh -6, ROCK2 blocker 3, JNK3 inh -7, Cdc25B block 7 and TNAP act mid DEA 0.8.
For Cc1ccc(-c2ccc(S(=O)(=O)N3CCN(C)CC3)cc2)cc1 the results were Jurkat tox 60K 4, HEK293 NFkB inh 7, MMP-13 inhibitor 0, PKA inh -4, MKP-1 inh 5, ROCK2 blocker -4, JNK3 inh 1, Cdc25B block -9 and TNAP act mid DEA 0.9.
For Fc1ccccc1-c1nc(N2CCCCC2)c2ccccc2n1 the results were MMP-13 inhibitor 0, PKA inh 2, MKP-1 inh -25, ROCK2 blocker 3, JNK3 inh 2, Cdc25B block 19 and TNAP act mid DEA 0.9.
For CCOC(=O)N1CCN(C(=O)CCn2nc(-c3ccccc3)ccc2=O)CC1 the results were Jurkat tox 60K 8, HEK293 NFkB inh 6, MMP-13 inhibitor 1, PKA inh -5, MKP-1 inh -4, ROCK2 blocker -1, JNK3 inh -8, Cdc25B block -7 and TNAP act mid DEA 0.9.
For CCOC(=O)CCn1c2nc(C)cc(C)c2c(=O)n1-c1ccccc1 the results were Jurkat tox 60K 2, HEK293 NFkB inh -1, MMP-13 inhibitor -32, PKA inh -4, MKP-1 inh 10, ROCK2 blocker -1, JNK3 inh 2, Cdc25B block 9 and TNAP act mid DEA 0.9.
For CCOC(=O)C(C)Oc1ccc(C2NC(=O)NC(C)=C2C(C)=O)cc1Br (configuration not stated) the results were Jurkat tox 60K -4, HEK293 NFkB inh 0, MMP-13 inhibitor 1, PKA inh 8, MKP-1 inh 6, ROCK2 blocker 7, JNK3 inh -2, Cdc25B block -6 and TNAP act mid DEA 0.9.
`Cc1nc(N2C(=O)C(=O)/C(=C(/O)c3ccccc3)C2c2ccco2)sc1C` (configuration not stated) gave Jurkat tox 60K 4, HEK293 NFkB inh 6, MMP-13 inhibitor 0, PKA inh -1, MKP-1 inh -7, ROCK2 blocker 1, JNK3 inh -5, Cdc25B block 5 and TNAP act mid DEA 0.9.
`O=C1CC(N2CCCc3ccccc32)C(=O)N1c1ccccc1` (configuration not stated) gave Jurkat tox 60K 3, HEK293 NFkB inh 13, MMP-13 inhibitor -3, PKA inh -4, MKP-1 inh 2, ROCK2 blocker 0, JNK3 inh -6, Cdc25B block -5 and TNAP act mid DEA 0.9.
`O=C(c1ccc(S(=O)(=O)N2CCOCC2)cc1)N(c1ccc(F)cc1)C1C=CS(=O)(=O)C1` (configuration not stated) gave Jurkat tox 60K -1, HEK293 NFkB inh 22, MMP-13 inhibitor 7, PKA inh -6, MKP-1 inh -2, ROCK2 blocker 0, JNK3 inh -5, Cdc25B block 1 and TNAP act mid DEA 0.8.
Screening CC(=O)c1coc2ccc(OCC(=O)O)cc12 returned Jurkat tox 60K 0, HEK293 NFkB inh 9, MMP-13 inhibitor -1, PKA inh 2, MKP-1 inh -9, ROCK2 blocker 1, JNK3 inh 3, Cdc25B block 10 and TNAP act mid DEA 0.8.
O=C(c1cnccn1)N1CCN(C/C=C/c2ccccc2)CC1 was read as HEK293 NFkB inh 14, MMP-13 inhibitor 7, PKA inh 7, MKP-1 inh 3, Cdc25B block -8 and TNAP act mid DEA 0.9.
CCn1c(SCc2nnc(-c3ccccc3)o2)nnc1-c1ccc(S(=O)(=O)N2CCCC2)cc1 was read as Jurkat tox 60K 9, HEK293 NFkB inh 6, MMP-13 inhibitor 0, PKA inh 10, MKP-1 inh -4, ROCK2 blocker 1, JNK3 inh -3, Cdc25B block -21 and TNAP act mid DEA 0.9.
For CCOc1ccc2nc(NC(=O)COC)sc2c1 the results were HEK293 NFkB inh -18, MMP-13 inhibitor 3, PKA inh 8, MKP-1 inh 6, Cdc25B block -10 and TNAP act mid DEA 0.9.
CC1=C(C(=O)N2CCCCC2)C2(CCC(C)CC2)OC1=O (configuration not stated) was read as Jurkat tox 60K -7, HEK293 NFkB inh 6, MMP-13 inhibitor 2, PKA inh 2, MKP-1 inh -5, ROCK2 blocker 4, JNK3 inh -1, Cdc25B block -15 and TNAP act mid DEA 0.8.
CC(=O)NCCn1ccc2ccccc21 was read as Jurkat tox 60K -7, HEK293 NFkB inh -16, MMP-13 inhibitor -56, PKA inh 3, MKP-1 inh -6, ROCK2 blocker 7, JNK3 inh -1, Cdc25B block -6 and TNAP act mid DEA 1.
Screening CCCCn1c(SCn2nnc3ccccc3c2=O)nc2cc(C(=O)OC)ccc2c1=O returned Jurkat tox 60K -2, HEK293 NFkB inh -2, MMP-13 inhibitor 4, PKA inh 2, MKP-1 inh 29, ROCK2 blocker -1, JNK3 inh -3, Cdc25B block -15 and TNAP act mid DEA 1.
Screening CCNc1nc(NC#N)nc(SCC(=O)OCC)n1 returned Jurkat tox 60K -3, HEK293 NFkB inh 0, MMP-13 inhibitor -1, PKA inh -2, MKP-1 inh -29, ROCK2 blocker 8, JNK3 inh 7, Cdc25B block 4 and TNAP act mid DEA 0.8.
Screening COc1ccc(C2C(C(=O)NCCN3CCOCC3)c3ccccc3C(=O)N2C)cc1OC (configuration not stated) returned HEK293 NFkB inh 22, MMP-13 inhibitor -2, PKA inh -3, MKP-1 inh 4, Cdc25B block -15 and TNAP act mid DEA 0.9.
For Cc1nc(-c2cccc(N)c2)cs1 the results were Jurkat tox 60K -4, HEK293 NFkB inh 0, MMP-13 inhibitor 1, PKA inh -6, MKP-1 inh -12, ROCK2 blocker 1, JNK3 inh -11, Cdc25B block 1 and TNAP act mid DEA 0.9.
CC(Sc1ccccn1)C(=O)Nc1ccccc1 (configuration not stated) was read as Jurkat tox 60K 3, HEK293 NFkB inh -4, MMP-13 inhibitor -2, PKA inh -3, MKP-1 inh 5, ROCK2 blocker -2, JNK3 inh 5, Cdc25B block -30 and TNAP act mid DEA 0.9.
For CCCOc1ccc(C(=O)Nc2ccc(N(C)C)cc2)cc1 the results were Jurkat tox 60K 6, HEK293 NFkB inh 3, MMP-13 inhibitor 2, PKA inh 6, MKP-1 inh 13, ROCK2 blocker 2, JNK3 inh -9, Cdc25B block 0 and TNAP act mid DEA 0.8.
Screening CCOc1ccc(C2/C(=C(/O)c3ccc(Cl)cc3)C(=O)C(=O)N2CCCN(C)C)cc1OC (configuration not stated) returned Jurkat tox 60K -1, HEK293 NFkB inh 5, MMP-13 inhibitor 6, PKA inh -2, MKP-1 inh -23, ROCK2 blocker 7, JNK3 inh -3, Cdc25B block 2 and TNAP act mid DEA 1.
